TSHR antag: blocks TSH signaling through the human TSH receptor. P16473. TSHR-expressing cells, TSH-stimulated cAMP HTRF, 2 h; stronger effect = lower value. activity change, negative = inhibition, % at 11.5 µM. actives 0.2% (n = 330,000);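 active = activity change below a set negative limit, meaning inhibition stronger than a set level, cut at about -70% in these data; inconclusive = activity change between two set negative limits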; also: % is scaled to controls: 0 for no effect and ±100 for the full control effect
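Read-out is FRET at 665 nm (cryptate excitation 337 nm) from a cryptate-tagged anti-cAMP antibody, competed by cell cAMP against cAMP-d2. Compounds are tested on freshly harvested TSHR cells challenged with 4nM TSH (EC80) for 2 hours at 37 deg C.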
Tb PFK inh: T. brucei PFK enzyme inhibition; O15648; T. brucei PFK, ADP-Glo luminescence; Potency, µM (top dose mostly 57.5 µM), for the others: at the highest dose activity, negative = inhibition, hits mostly inhibitors; actives 0.17% (n = 330,000); AID 485367;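 also: potency is read from the fitted curve at half-maximal effect; 0% = uninhibited 1x PFK enzyme wells and -100% = no-enzyme wells; nearly all actives have a fitted effect of over 60% in size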
Target sequence (O15648 whole entry, looked up): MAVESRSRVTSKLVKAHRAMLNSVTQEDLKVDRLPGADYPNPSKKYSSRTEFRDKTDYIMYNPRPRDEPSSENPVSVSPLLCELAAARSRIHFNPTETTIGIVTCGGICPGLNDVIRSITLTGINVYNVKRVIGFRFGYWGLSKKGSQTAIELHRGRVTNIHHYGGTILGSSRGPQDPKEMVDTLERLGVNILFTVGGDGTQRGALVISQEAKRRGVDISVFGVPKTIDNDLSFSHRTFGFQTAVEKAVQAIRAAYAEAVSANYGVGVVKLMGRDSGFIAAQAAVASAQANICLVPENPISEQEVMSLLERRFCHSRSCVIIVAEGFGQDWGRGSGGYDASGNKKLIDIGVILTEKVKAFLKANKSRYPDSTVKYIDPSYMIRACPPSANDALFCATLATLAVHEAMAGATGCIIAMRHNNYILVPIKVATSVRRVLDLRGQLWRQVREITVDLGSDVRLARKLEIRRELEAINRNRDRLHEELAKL
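Compounds were pin-transferred as a titration series up to 57 uM into substrate buffer (0.5 mM F6P, 0.1 mM ATP, pH 8.0), then 1.25 nM PFK was added and reactions ran 45 min before ADP-Glo detection.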
Chronic BCR inh: chronic active BCR signaling inhibition | ABC-DLBCL IkBa-CBG/CBR reporter, luminescence ratio, 4 h | actives 0.05% (n = 340,000) | AID 493014 | Potency, µM (series often up to 46.1 µM), for the others: at the highest dose ratio change, negative = lower green/red ratio, hits mostly inhibitors; active = well fitted inhibition curve with a large enough effect in the signal ratio, with a control signal flat, not every such curve was filed as active; inconclusive = small, poorly fitted or top-dose-only effect, or effect the other way, or a change in a side signal; the % refers to the signal ratio;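 also: potency is read from the fitted curve at half-maximal effect; plate controls were basal doxycycline-induced cells for no effect and cells given 10 µM MG132 for full effect; MG132 reads +100%, hits lower the ratio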
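TMD8 ABC-DLBCL cells carrying doxycycline-inducible green luciferase fused to IkappaBalpha plus unfused red luciferase were exposed to compounds (up to 46 uM) for 4 hrs at 37C. Activity came from the overlap-corrected green/red luminescence ratio.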
Eya2 phos inh: Eya2 (human) phosphatase inhibition; Potency, µM (top dose mostly 76.9 µM), for inactives: top-dose activity, negative = inhibition, actives largely listed as inhibitors; recombinant Eya2, OMFP fluorescence dephosphorylation (OMFP is methylfluorescein phosphate); actives 0.006% (n = 330,000); O00167; also: potency is read from the fitted curve at half-maximal effect; % is scaled to controls: 0 for no effect and ±100 for the full control effect
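Eya2 protein (added as 0.2 uM solution) was preincubated with compound for 10 min at ambient temperature in 50 mM HEPES pH 7.5, 50 mM NaCl, 5 uM MgCl2, 0.05% BSA, 1 mM DTT. OMFP (added at 50 uM) then reacted 10 min; fluorescence read at 485/525 nm.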
Mito fusion act: inhibitors of mitochondrial division or activators of mitochondrial fusion. S. cerevisiae fusion-defective mutant growth rescue, CellTiterGlo 48 h. Potency, µM (titrated, usually from 46.1 µM), inactives show at the top dose growth rescue (activation), most hits filed as activators. actives 0.23% (n = 320,000);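 also: potency is read from the fitted curve at half-maximal effect; % of control where 0% means no effect; nearly all actives have a fitted effect of over 45% in size; temperature-sensitive fusion mutants such as fzo1-1 at 37 °C on non-fermentable ethanol glycerol medium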
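Yeast fusion mutant, YPEG (non-fermentable carbon), compound, 48 h at 37C non-permissive; CellTiterGlo added, 10 min RT, luminescence read. Rescued growth = division inhibition.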
A-T KAP1 phos: candidate therapy for ataxia-telangiectasia | actives 0.19% (n = 320,000) | Potency, µM (titrated, usually from 57.5 µM), without a hit: top-dose activation, most hits filed as activators | […] A-T fibroblasts, KAP-1 phosphorylation AlphaLISA; neocarzinostatin DNA damage 30 min before lysis; also: potency is read from the fitted curve at half-maximal effect; % of control where 0% means no effect; nearly all actives have a fitted effect of over 45% in size
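hTERT-immortalized A-T patient fibroblasts ([…]), 500 cells/well in OPTI-MEM, 1% FBS, got compounds for 60 min, then NCS for 30 min at 37C. Lysates were then assayed for phospho-KAP-1 by AlphaLISA (anti-pKAP1 donor, anti-KAP1 acceptor beads), 6 hr at 25C.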
ELG1 repair inh: blocks ELG1-dependent DNA repair in HEK293T cells; HEK293T ELG1-luciferase reporter, luminescence, 16 h; DNA damage induced by 5-fluorouridine; Potency, µM (top dose mostly 46.1 µM), inactives show at the top dose activity change, negative = inhibition, hits mostly inhibitors; actives 2.3% (n = 330,000); AID 504467; also: potency is read from the fitted curve at half-maximal effect; % is scaled to controls: 0 for no effect and ±100 for the full control effect; nearly all actives have a fitted effect of over 55% in size
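Overnight (16 hr) co-exposure of 2,000 cells/well to 5-fluorouridine and compound at 37 °C preceded detection. Luciferase was quantified via ONE-Glo luminescence; loss of signal denotes inhibition.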
ASM inhibitor: inhibitors of human secretory acid sphingomyelinase; actives 0.006% (n = 340,000); P17405; placental ASM, HMU-PC fluorogenic substrate, 60 min; Potency, µM (highest dose often 57.5 µM), without a hit: at the highest dose activity change, negative = inhibition, actives largely listed as inhibitors; also: potency is read from the fitted curve at half-maximal effect
Target sequence (P17405 47-631 limits assumed): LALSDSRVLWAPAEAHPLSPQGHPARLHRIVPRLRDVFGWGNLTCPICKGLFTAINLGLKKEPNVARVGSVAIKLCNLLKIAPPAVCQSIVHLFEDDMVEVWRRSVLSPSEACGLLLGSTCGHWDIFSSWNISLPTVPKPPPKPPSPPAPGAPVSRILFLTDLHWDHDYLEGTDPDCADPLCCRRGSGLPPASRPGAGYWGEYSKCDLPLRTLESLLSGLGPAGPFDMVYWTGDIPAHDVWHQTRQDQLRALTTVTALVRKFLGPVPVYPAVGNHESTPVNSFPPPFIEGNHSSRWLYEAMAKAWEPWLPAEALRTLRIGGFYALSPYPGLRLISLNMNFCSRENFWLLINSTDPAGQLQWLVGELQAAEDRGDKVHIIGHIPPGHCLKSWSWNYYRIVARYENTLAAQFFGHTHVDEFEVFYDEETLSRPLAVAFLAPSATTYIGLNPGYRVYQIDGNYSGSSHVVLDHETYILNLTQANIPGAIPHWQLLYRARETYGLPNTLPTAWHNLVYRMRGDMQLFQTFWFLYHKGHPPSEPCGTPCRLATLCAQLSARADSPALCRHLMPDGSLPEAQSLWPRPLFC
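HMU-PC0 cleavage (9 uM final) by human placental ASM, 60 min at 37 °C following 10 min compound exposure at RT; stopped at pH 10, fluorescence Ex 386/Em 447 nm.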
TCR activator: activates T cell receptor signaling. primary human leukocytes, anti-CD3, IL-2 HTRF, 48 h. Potency, µM (top dose mostly 9.22 µM), for the others: at the top dose activation of IL-2 secretion, hits mostly activators. 330,000 tested, under 10 active. AID 504894; also: % of control where 0% means no effect
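1) Mix primary human leukocytes, a-CD3 beads and compound. 2) Incubate 48 hr. 3) Add HTRF IL-2 reagents (a-IL-2-K, a-IL-2-d2).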
Integrin act MD: activates integrin-mediated alleviation for muscular dystrophy | AID 624291 | alpha7betagal myoblasts, beta-gal FDG fluorescence, 48 h | actives 0.064% (n = 350,000) | Potency, µM (series often up to 38.3 µM), for inactives: top-dose activation, most hits filed as activators;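 also: potency is read from the fitted curve at half-maximal effect; 100% = response of the positive control SU9516; nearly all actives have a fitted effect of over 60% in size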
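alpha7betagal+/- myoblasts (passage 13, 250/well) treated 48 h at 37C with compounds at 1:260 dilution of DMSO stock. Lysed, then beta-galactosidase activity read as FDG fluorescence (ex 480/em 540) after 30 min, with pre-read for autofluorescence.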
TSG101-PTAP inh: blocks PTAP/TSG101 interaction to inhibit HIV-1 budding; Fluorescence polarization, FITC-PTAP peptide / Tsg101 binding; Potency, µM (doses to about 115 µM), for the others: at the top dose activity change, negative = inhibition, actives largely listed as inhibitors; 340,000 tested, under 10 active; Q99816; active = well fitted inhibition curve with a large enough effect in the main read-out, with a control signal flat, not every such curve was filed as active; inconclusive = small, poorly fitted or top-dose-only effect, or effect the other way, or a change in a side signal; inactive = no such curve, though single readings can be large or run the other way; also: potency is read from the fitted curve at half-maximal effect; % of control where 0% means no effect
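FP read-out: FITC-PTAP peptide, 50 nM final, binding Tsg101 binding domain, 10 uM final; 20 min, r.t.; 10 mM HEPES pH 7.5, 0.15 M NaCl, 0.01% Tween 20, 3 mM EDTA, 0.1 mM TCEP.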
* = called active by the depositor; u = inconclusive; x = no result given; [ ] = another dose, or the depositor's remark. Unless noted, calls follow the shape of the dose curve; as a rule, active = well fitted curve in the direction sought with a large enough effect; inconclusive = small, poorly fitted or top-dose-only effect, or another doubt; inactive = no such curve, though single readings can be large; an effect the other way counts as inactive or inconclusive.

A first look (two entries):
Order of values: TSHR antag	Tb PFK inh	Chronic BCR inh	Eya2 phos inh	Mito fusion act	A-T KAP1 phos	ELG1 repair inh	ASM inhibitor	TCR activator	Integrin act MD	TSG101-PTAP inh
[1] Cc1ccc2c(cnn2C(=O)CCC(=O)NC2CCCCC2)c1
 : -7	-2%	-22%	3%	-3%	0%	24%	-2%	6%	-4%	-2%
[2] COc1ccccc1C(O)c1nccn1C (stereo not drawn)
 : 8	-19%	-2%	-2%	-4%	-18%	10%	-1%	7%	-6%	-3%

The listing, from the first entry:
Order of values: TSHR antag	Tb PFK inh	Chronic BCR inh	Eya2 phos inh	Mito fusion act	A-T KAP1 phos	ELG1 repair inh	ASM inhibitor	TCR activator	Integrin act MD	TSG101-PTAP inh
[1] Cc1ccc2c(cnn2C(=O)CCC(=O)NC2CCCCC2)c1
 : -7	-2%	-22%	3%	-3%	0%	24%	-2%	6%	-4%	-2%
[2] COc1ccccc1C(O)c1nccn1C (stereo not drawn)
 : 8	-19%	-2%	-2%	-4%	-18%	10%	-1%	7%	-6%	-3%
[3] CCOC(=O)N1CCN(C(=O)CSc2ccc3nnc(-c4cccnc4)n3n2)CC1
 : 12	-3%	-1%	-8%	5%	5%	-1%	5%	0%	0%	-6%
[4] CCc1ccc(NC(=O)c2onc(C)c2Cl)cc1
 : -16	-2%	u	-28%	2%	1%	u	-3%	-1%	15%	-4%
[5] Cc1cc(C)nc(Nc2ccc(O)cc2)n1
 : -6	-3%	-9%	0%	3%	4%	7%	-1%	-5%	-11%	-2%
[6] COC(=O)c1c(C)nc2ccccc2c1-c1ccccc1
 : 11	2%	4%	-3%	14%	3%	-11%	-2%	4%	4%	-9%
[7] C=C1CN(Cc2ccccc2)S(=O)(=O)c2ccccc21
 : -3	0%	3%	-3%	-2%	-19%	0%	-3%	-2%	25%	-5%
[8] O=C(NC1CCCC1)c1csc2c1CCCC2
 : 28	-1%	0%	-19%	-2%	x	u	3%	0%	-3%	-6%
[9] O=c1ccc(-c2ccc(S(=O)(=O)Nc3ccc(F)cc3)o2)n[nH]1
 : -1	-1%	-8%	u	-5%	2%	7%	0%	-9%	-1%	2%
[10] O=C(COC(=O)C1COc2ccccc2O1)Nc1ccc(Cl)cc1 (stereo not drawn)
 : -26	-6%	0%	16%	2%	5%	13%	3%	-10%	17%	-1%
[11] O=C(N/C(=C\c1ccc2c(c1)OCO2)C(=O)N1CCOCC1)c1cccs1
 : -3	-2%	4%	9%	4%	2%	4%	5%	-4%	5%	-8%
[12] COc1ccc(C(=O)N/C(=C\c2cn(C)c3ccccc23)C(=O)NCCCn2ccnc2)cc1
 : -4	16%	4%	-6%	-2%	12%	4%	-2%	-12%	u	-5%
[13] CCN(CC)CCCOC(=O)C1(c2ccccc2)CCCC1
 : 8	5%	u	-10%	-3%	-3%	-16%	3%	-4%	-3%	-4%
[14] CCS(=O)(=O)c1nc(S(=O)(=O)c2ccc(C)cc2)c(N2CCCC2)s1
 : 36	-4%	0%	7%	3%	20%	23%	2%	-26%	u	-7%
[15] COc1ccccc1NC(=O)c1cnc(SC)nc1
 : 14	0%	1%	0%	-1%	-5%	u	1%	-13%	24%	-3%
[16] CCN(CC)C(=O)Cn1cc(C(=O)C(=O)NCc2cccs2)c2ccccc21
 : 17	0%	u	4%	0%	0%	13%	-1%	11%	8%	1%
[17] CCOC(=O)c1sc(NC(=O)CSc2nnc(C)s2)c(C(=O)OCC)c1C
 : -11	-1%	u	-7%	2%	9%	u	-3%	-1%	-11%	-3%
[18] COc1ccc(N2CCN(C3CC(=O)N(c4ccc5c(c4)OCCO5)C3=O)CC2)cc1 (stereo not drawn)
 : 2	2%	0%	-14%	-8%	-6%	-1%	-4%	x	24%	x
[19] CCOC(=O)c1c(S(=O)(=O)Nc2cccc(-c3ccno3)c2)c(C)n(C)c1C
 : -6	1%	u	10%	10%	3%	-3%	0%	-5%	-9%	-8%
[20] COc1ccc(OCC(O)CNC(=O)Nc2ccc(Cl)cc2)cc1 (stereo not drawn)
 : 7	-12%	-13%	-2%	-9%	-2%	-14%	-1%	2%[46.1 µM]	0%	0%
[21] Cc1cc(N=Cc2c(O)n(-c3ccc(C)c(C)c3)c(=O)c3ccccc23)no1
 : -8	-4%	-1%	-10%	21%	-1%	u	x	-3%[46.1 µM]	x	x
[22] CCCCCCCNC(=O)C1(CC2CC(c3ccc(Cl)cc3)=NO2)CCN(C(=O)C2CCCC2)CC1 (stereo not drawn)
 : 0	-1%	-3%	5%	-5%	-5%	-10%	-11%	-4%	34%	x
[23] O=C(CCNS(=O)(=O)c1cccc2nsnc12)NCc1ccc(F)cc1
 : 9	-2%	-8%	-17%	2%	6%	17%	5%	2%	0%	-1%
[24] CCN(CC)CCn1c(=N)n(CC(O)c2ccc(OC)c(OC)c2)c2ccccc21 (stereo not drawn)
 : -3	-14%	2%	4%	-7%	0%	11%	-1%	0%	-43%	-5%
[25] O=C(Nn1cnc2ccccc2c1=O)C1CCCCC1
 : 4	-2%	4%	-7%	4%	x	1%	2%	x	-14%	-6%
[26] COc1ccc(C)cc1NC(=O)n1ncc2cc(Cl)ccc21
 : 1	-3%	-3%	0%	-4%	12%	-7%	2%	2%	-14%	3%
[27] c1ccc(CCn2nnnc2C(c2cccnc2)N2CCN(c3ccccc3)CC2)cc1 (stereo not drawn)
 : 3	1%	-1%	-6%	4%	3%	-1%	-3%	0%	-19%	-6%
[28] CC(=O)c1ccc(OCCCC(=O)Nc2cc(S(=O)(=O)N3CCCCC3)ccc2C)cc1
 : -8	0%	1%	-28%	-6%	1%	-17%	0%	4%	-43%	-4%
[29] CC1CCN(CCCCOc2ccccc2-c2ccccc2)CC1
 : 7	-1%	u	-25%	4%	-1%	-21%	4%	3%[46.1 µM]	-20%	-8%
[30] CCOC(=O)C1CCCN(C(=O)c2c(-c3ccccc3Cl)noc2C)C1 (stereo not drawn)
 : -5	-2%	6%	-7%	-2%	1%	-3%	1%	2%	-13%	-4%
[31] COc1ccc2nc(NC(=O)CSc3nnc4n3C(C)(C)Cc3ccccc3-4)sc2c1
 : 3	-9%	-1%	-2%	-2%	-5%	7%	-5%	-7%	9%	-3%

An excerpt of these results, as labelled records:
23	O=C(CCNS(=O)(=O)c1cccc2nsnc12)NCc1ccc(F)cc1
- TSHR antag: 9
- Tb PFK inh: -2%
- Chronic BCR inh: -8%
- Eya2 phos inh: -17%
- Mito fusion act: 2%
- A-T KAP1 phos: 6%
- ELG1 repair inh: 17%
- ASM inhibitor: 5%
- TCR activator: 2%
- Integrin act MD: 0%
- TSG101-PTAP inh: -1%

28	CC(=O)c1ccc(OCCCC(=O)Nc2cc(S(=O)(=O)N3CCCCC3)ccc2C)cc1
- TSHR antag: -8
- Tb PFK inh: 0%
- Chronic BCR inh: 1%
- Eya2 phos inh: -28%
- Mito fusion act: -6%
- A-T KAP1 phos: 1%
- ELG1 repair inh: -17%
- ASM inhibitor: 0%
- TCR activator: 4%
- Integrin act MD: -43%
- TSG101-PTAP inh: -4%

9	O=c1ccc(-c2ccc(S(=O)(=O)Nc3ccc(F)cc3)o2)n[nH]1
- TSHR antag: -1
- Tb PFK inh: -1%
- Chronic BCR inh: -8%
- Eya2 phos inh: u
- Mito fusion act: -5%
- A-T KAP1 phos: 2%
- ELG1 repair inh: 7%
- ASM inhibitor: 0%
- TCR activator: -9%
- Integrin act MD: -1%
- TSG101-PTAP inh: 2%

Assay outcomes (PubChem BioAssay)
